From PubChem BioAssay
HT1080 IDH1KD tx: kills HT-1080 cells with IDH1 knockdown; HT-1080 IDH1 knockdown viability, ATP luminescence, 48 h; actives 2% (n = 360,000); Potency, µM (doses to about 46.1 µM), for the others: at the top dose activity, negative = toxicity, usual class: cytotoxic; AID 686971;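 also: 0% = DMSO wells and -100% = cell-free medium wells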
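CellTiter-Glo luminescence after 48 h compound exposure at 37 degrees C of IDH1-knockdown HT-1080 cells in 5% FBS RPMI. %Activity scaled between DMSO wells and cell-free media wells, with curves fitted and assigned curve classes.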
GLP1R inv ag: acts as inverse agonist at human GLP-1 receptor; Potency, µM (doses to about 38.3 µM), without a hit: at the highest dose activity change, negative = inhibition, hits mostly inhibitors; HEK293 GLP-1R CRE-luciferase, luminescence, 24 h; GLP-1R form is constitutively active; AID 624417; actives 1.6% (n = 410,000); also: % is scaled to controls: 0 for no effect and ±100 for the full control effect; nearly all actives have a fitted effect of over 55% in size
Target sequence (P43220 whole entry, looked up): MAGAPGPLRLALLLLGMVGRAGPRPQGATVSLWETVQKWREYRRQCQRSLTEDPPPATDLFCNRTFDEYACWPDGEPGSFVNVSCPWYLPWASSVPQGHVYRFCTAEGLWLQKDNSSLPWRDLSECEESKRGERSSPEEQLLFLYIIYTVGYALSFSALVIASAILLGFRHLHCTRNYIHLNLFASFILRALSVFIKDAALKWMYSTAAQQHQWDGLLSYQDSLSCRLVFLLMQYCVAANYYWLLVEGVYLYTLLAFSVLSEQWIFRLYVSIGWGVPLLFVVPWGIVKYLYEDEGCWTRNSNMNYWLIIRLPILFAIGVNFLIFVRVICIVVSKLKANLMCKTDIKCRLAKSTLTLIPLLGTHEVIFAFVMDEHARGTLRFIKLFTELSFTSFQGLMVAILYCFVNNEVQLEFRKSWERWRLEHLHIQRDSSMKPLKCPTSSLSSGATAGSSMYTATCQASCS
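Stable HEK293 clone (constitutively active GLP-1R + cAMP-response luciferase); 200 cells/uL plated, 12 h pre-culture, compound 24 hr, 37 deg C/5% CO2; detection reagent 12 min RT; luminescence.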
TDP-43 yeast inh: rescues yeast growth from TDP-43 toxicity. TDP-43 expressing yeast growth rescue, BacTiter-Glo, 24 h. Potency, µM (doses to about 46.1 µM), for the others: top-dose growth rescue (activation), actives largely listed as activators. actives 1.8% (n = 410,000); also: % of control where 0% means no effect; nearly all actives have a fitted effect of over 50% in size
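Luminescence from BacTiter-Glo reports growth of TDP-43-expressing yeast after 24 hr at 30 deg C with compound. Cells were raffinose-pregrown to mid-log, then seeded in galactose medium at OD600=0.02.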
KB-3-1 tox: KB-3-1 parental cell cytotoxicity; KB-3-1 viability, CellTiter-Glo ATP luminescence, 72 h; Potency, µM (doses to about 46.1 µM), for inactives: at the top dose activity change, negative = cytotoxic, actives largely listed as cytotoxic; actives 1.4% (n = 400,000); AID 1347075; also: % is scaled to controls: 0 for no effect and ±100 for the full control effect; nearly all actives have a fitted effect of over 60% in size
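Parental KB-3-1 viability, qHTS format: 72 h compound exposure, 37 °C; CellTiter-Glo; media-only wells and DMSO plates as controls; concentration-effect fits on corrected data.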
SW480 rerep: inducers of DNA re-replication in SW480 colon cancer cells; SW480 DNA re-replication, Hoechst DNA content imaging, 48 h; Potency, µM (top dose mostly 46.1 µM), for inactives: at the top dose re-replication activation, most hits filed as activators; actives 1.8% (n = 340,000); AID 624297; also: % of control where 0% means no effect; nearly all actives have a fitted effect of over 55% in size
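Per well, 250 cells were exposed to pinned compound for 48 hr. Nuclear DNA was visualised with Hoechst (40 min, 37 C) and total object intensity recorded by fluorescence scanning.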
KB-V1 cytotox: KB-V1 MDR subline cytotoxicity | KB-V1 MDR cells viability, CellTiter-Glo, 72 h | Potency, µM (highest dose often 46.1 µM), without a hit: at the highest dose activity change, negative = cytotoxicity, actives largely listed as cytotoxic | actives 3.4% (n = 400,000); also: % is scaled to controls: 0 for no effect and ±100 for the full control effect; nearly all actives have a fitted effect of over 60% in size
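Potencies derive from concentration-effect curves fitted to normalized luminescence (CellTiter-Glo) of KB-V1 cells treated for 72 h at 37 degrees C in phenol-red-free DMEM containing 10% FBS.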
HT1080-NT tox: kills 2HG-producing HT-1080-NT fibrosarcoma cells; HT-1080-NT fibrosarcoma viability, CellTiter-Glo ATP luminescence, 48 h; Potency, µM (highest dose often 46.1 µM), for the others: at the highest dose activity, negative = less viability, most hits filed as cytotoxic; actives 1.6% (n = 360,000); AID 686970;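 also: NT is the 2HG producing partner of a matched IDH1 knockdown line; 0% = DMSO-treated cells and -100% = media-only wells without cells; nearly all actives have a fitted effect of over 55% in size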
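A 48-hour cytotoxicity screen used HT-1080-NT cells plated 2 hours before compound delivery. ATP-based CellTiter-Glo luminescence measured viability, normalized to DMSO and no-cell controls.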
HEK293 tox: cytotoxic in the GLP-1 receptor inverse agonist counter-screen. actives 0.13% (n = 410,000). AID 624418. Potency, µM (titrated, usually from 38.3 µM), for the others: top-dose activity change, negative = inhibition, usual class: inhibitors. HEK293 cAMP-luciferase reporter cells, luminescence, 24 h;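 also: loss of luciferase light is scored as toxicity; % is scaled to controls: 0 for no effect and ±100 for the full control effect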
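Compound-treated cells are incubated 24 hr at 37 deg C under 5% CO2 after a 12 hour attachment period, then luciferase detection reagent is added and luminescence is measured following 12 min at room temperature; lowered signal indicates toxicity.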
GLP1R ag: agonists of human GLP-1 receptor; P43220; HEK293 GLP-1R CRE-luciferase, luminescence, 4-6 h; cells express a hypersensitive GLP-1R form; Potency, µM (highest dose often 45.6 µM), inactives show top-dose activation, hits mostly activators; actives 0.007% (n = 380,000); also: % of control where 0% means no effect
Numbers without * were called inactive; ? = inconclusive; · = no result given; [ ] = remark or other dose. Calls follow the shape of the dose curve; as a rule, active = well fitted curve in the direction sought with a large enough effect; inconclusive = small, poorly fitted or top-dose-only effect, or another doubt; inactive = no such curve, though single readings can be large; an effect the other way counts as inactive or inconclusive. Potency is read from the fitted curve at half-maximal effect.

SMILES	HT1080 IDH1KD tx	GLP1R inv ag	TDP-43 yeast inh	KB-3-1 tox	SW480 rerep	KB-V1 cytotox	HT1080-NT tox	HEK293 tox	GLP1R ag
O=C(Nc1ccccc1F)c1csc(COCCO)n1	11.1%	12.8%	18.0%	0.0%	·	3.7%	1.6%	-2.5%	7.3%
CCCc1nc(SCC(=O)NC2CCCC2)c2ccccc2n1	-1.3%	?	-4.7%	-3.0%	-15.8%	-4.5%	-14.3%	0.0%	11.9%
CC(=O)Nc1cccc2ccc(O)cc12	5.9%	0.2%	-17.1%	-3.0%	-8.2%	14.5%	4.7%	2.5%	1.1%
O=C(Cn1cnc2cc([N+](=O)[O-])ccc2c1=O)Nc1ccc2c(c1)CCC2	9.3%	-3.3%	-3.8%	12.9%	-6.0%	14.9%	7.9%	-5.8%	-16.2%
CC1=C(C(=O)OCc2ccccc2)C(c2cccs2)N2C(=O)CCSC2=N1 (stereo not given)	-7.0%	11.2µM*	-16.9%[9.22 µM]	-0.6%	-3.0%	-3.1%	-15.3%	-4.7%	17.2%
CCOc1ccccc1CNC(=O)C1CCN(C(=O)N2CC(C)Oc3ccc(C)cc32)CC1 (stereo not given)	0.1%	?	0.0%	-11.2%	-15.2%	0.9%	-2.0%	-0.9%	23.7%
Cc1ccccc1-c1nc(S(=O)(=O)c2ccccc2)c(N2CCCC2)o1	-11.8%	8.2%	20.6%	0.0%	-5.4%	-2.2%	3.7%	-12.4%	-2.7%
Cc1nnc(SCc2ccc(C(=O)O)cc2)s1	5.0%	15.6%	5.6%	0.5%	0.4%	14.9%	8.4%	4.6%	4.2%
O=C1COc2ccc(C(=O)COC(=O)c3ccc([N+](=O)[O-])cc3Cl)cc2N1	-3.6%	-1.1%	-21.8%	24.6%	-0.7%	-10.8%	-3.6%	9.9%	-6.9%
CCCOc1ccc(/C=C/C(=O)N2CCN(C(=O)c3ccco3)CC2)cc1OC	9.1%	11.5%	0.0%	0.6%	·	-20.4%	5.2%	-5.6%	6.7%
Cc1nc2ccccc2c(=O)n1NC(=O)C1CCCCC1	-9.7%	2.6%	6.6%	6.6%	7.8%	4.6%	-3.4%	9.6%	4.3%
N#CC1=C(N)OC2=C(CC/C2=C\c2ccccc2)C1c1ccccc1 (stereo not given)	-20.9%	17.5%	29.1%	?	14.6µM*	?	-20.9%	208.2%[activator]	-20.8%
CCc1nnc(NC(=O)CSc2nc(C)c3c(c2C#N)CCCC3)s1	?	?	16.5%	?	?	?	?	246.4%[activator]	8.4%
CCOc1ccccc1Oc1ccc(C(F)(F)F)cn1	3.3%	-14.8%	7.1%	-5.2%	-6.2%	?	9.0%	-4.6%	14.4%
Oc1ccc(C=NNC(=S)Nc2ccccc2)nc1	4.61µM*	?	-22.1%	16.4µM*	·	-27.3%	?	-0.4%	-4.9%
Cc1ccc(NC(=O)CSC2=NN3CCCC(=O)N=C3S2)cc1Cl	-3.2%	?	-15.5%	-11.0%	-6.5%	1.3%	-3.0%	-11.7%	9.7%
COCCCNC(=O)Cn1cc2c(n1)CCC(C)C2 (stereo not given)	1.0%	-4.4%	13.4%	-1.1%	0.0%	-5.9%	5.7%	4.7%	6.5%
NS(=O)(=O)c1cc(Cl)c(NC(=O)COC(=O)c2ccccn2)c(Cl)c1	4.2%	-9.7%	14.7%	0.0%	-9.1%	-9.6%	-3.5%	-10.0%	0.7%
C[C@@]12CCC=C[C@H]1[C@H](c1ccc(F)c(/C=C/c3ccccc3)c1)N(Cc1ccccc1)C2=O	-10.1%	?	0.1%	0.0%	?	?	-18.1%	19.4%	-2.4%
Cc1sc2nc(CN3CCN(S(=O)(=O)c4cccc5nonc45)CC3)[nH]c(=O)c2c1C	-19.6%	2.5%	-9.2%	0.2%	3.5%	-5.8%	-1.2%	0.3%	-1.9%
CCCc1cc(=O)[nH]c(SCC(=O)NCC2COc3ccccc3O2)n1 (stereo not given)	2.3%	1.0%	6.4%	-3.8%	-11.5%	-10.0%	-0.5%	10.5%	-0.9%

Another view of part of the listing above.
smiles | HT1080 IDH1KD tx | GLP1R inv ag | TDP-43 yeast inh | KB-3-1 tox | SW480 rerep | KB-V1 cytotox | HT1080-NT tox | HEK293 tox | GLP1R ag
COCCCNC(=O)Cn1cc2c(n1)CCC(C)C2 (stereo not given) | 1.0% | -4.4% | 13.4% | -1.1% | 0.0% | -5.9% | 5.7% | 4.7% | 6.5%
Cc1nnc(SCc2ccc(C(=O)O)cc2)s1 | 5.0% | 15.6% | 5.6% | 0.5% | 0.4% | 14.9% | 8.4% | 4.6% | 4.2%

No new results follow: an excerpt of the list.
SMILES	HT1080 IDH1KD tx	GLP1R inv ag	TDP-43 yeast inh	KB-3-1 tox	SW480 rerep	KB-V1 cytotox	HT1080-NT tox	HEK293 tox	GLP1R ag
O=C(Nc1ccccc1F)c1csc(COCCO)n1	11.1%	12.8%	18.0%	0.0%	·	3.7%	1.6%	-2.5%	7.3%
CCCc1nc(SCC(=O)NC2CCCC2)c2ccccc2n1	-1.3%	?	-4.7%	-3.0%	-15.8%	-4.5%	-14.3%	0.0%	11.9%
CC(=O)Nc1cccc2ccc(O)cc12	5.9%	0.2%	-17.1%	-3.0%	-8.2%	14.5%	4.7%	2.5%	1.1%
O=C(Cn1cnc2cc([N+](=O)[O-])ccc2c1=O)Nc1ccc2c(c1)CCC2	9.3%	-3.3%	-3.8%	12.9%	-6.0%	14.9%	7.9%	-5.8%	-16.2%
CC1=C(C(=O)OCc2ccccc2)C(c2cccs2)N2C(=O)CCSC2=N1 (stereo not given)	-7.0%	11.2µM*	-16.9%[9.22 µM]	-0.6%	-3.0%	-3.1%	-15.3%	-4.7%	17.2%
CCOc1ccccc1CNC(=O)C1CCN(C(=O)N2CC(C)Oc3ccc(C)cc32)CC1 (stereo not given)	0.1%	?	0.0%	-11.2%	-15.2%	0.9%	-2.0%	-0.9%	23.7%
Cc1ccccc1-c1nc(S(=O)(=O)c2ccccc2)c(N2CCCC2)o1	-11.8%	8.2%	20.6%	0.0%	-5.4%	-2.2%	3.7%	-12.4%	-2.7%
Cc1nnc(SCc2ccc(C(=O)O)cc2)s1	5.0%	15.6%	5.6%	0.5%	0.4%	14.9%	8.4%	4.6%	4.2%
O=C1COc2ccc(C(=O)COC(=O)c3ccc([N+](=O)[O-])cc3Cl)cc2N1	-3.6%	-1.1%	-21.8%	24.6%	-0.7%	-10.8%	-3.6%	9.9%	-6.9%
CCCOc1ccc(/C=C/C(=O)N2CCN(C(=O)c3ccco3)CC2)cc1OC	9.1%	11.5%	0.0%	0.6%	·	-20.4%	5.2%	-5.6%	6.7%
Cc1nc2ccccc2c(=O)n1NC(=O)C1CCCCC1	-9.7%	2.6%	6.6%	6.6%	7.8%	4.6%	-3.4%	9.6%	4.3%
